# miR-122 sensor = blocks miR-122 activity in Huh7 sensor cells; AID 602342; Huh7 miR-122 Renilla luciferase sensor, 48 h; neutral wells = 0, positive control = 100; activation (reporter increase), % at 12.5 µM; hit rate 0.3% among 340,000;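 active = mean replicate activation score at least 90 and every replicate individually at or above 90; inconclusive = only one of the two criteria met; inactive = neither criterion met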;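 also: higher luciferase means less miR-122 activity so hits act as miR-122 inhibitors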
# F508del corr = CFTR F508del correction in bronchial cells. activity (quench increase), % at 7.58 µM. CFBE cells, YFP halide quenching; stimulated with forskolin plus potentiator P3; % fluorescence drop versus neutral controls. hit rate 0.36% among 350,000;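 active = mean added fluorescence quench of at least 8% versus neutral control, with both replicates also reaching 8%; inconclusive = only one of the mean or replicate conditions met; inactive = mean below 8% and not both replicates reaching 8%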;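 also: cells transiently co-express mutant CFTR-F508del with the halide-sensitive YFP; corrector assay measuring rescue of mutant channel to the surface after 24 h compound exposure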
# DENV2 CPE = inhibitors of DENV2 cytopathic effect | DENV2-infected cells, cytopathic effect rescue, plate reader | CPE inhibition, % at 9.99 µM | hit rate 1.7% among 350,000 | AID 651640; in the data active = CPE inhibition above about 20%, passing the limit was not always enough; inconclusive = no clear call, values can overlap the other calls; tested in BHK-21 cells;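 also: 0% = median of neutral control wells and 100% = median of positive control wells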
# Casp6 inh = caspase-6 (human) enzyme inhibition. hit rate 0.53% among 350,000. AID 686996. inhibition, % at 12.5 µM. purified caspase-6, Z-VEID-R110 cleavage fluorescence. P55212;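 active = mean inhibition across replicates at least about 35%, with every replicate also reaching that limit, limit read from the data; inconclusive = only one of the two criteria met; inactive = neither criterion met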;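 also: 0% = median of neutral control wells and 100% = no fluorescence left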
# Target sequence (P55212 24-179 limits assumed): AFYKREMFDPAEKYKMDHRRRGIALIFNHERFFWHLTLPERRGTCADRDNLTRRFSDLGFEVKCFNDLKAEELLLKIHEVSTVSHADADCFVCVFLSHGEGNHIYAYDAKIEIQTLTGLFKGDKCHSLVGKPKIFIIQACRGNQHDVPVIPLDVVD
# Target sequence (P55212 194-293 limits assumed): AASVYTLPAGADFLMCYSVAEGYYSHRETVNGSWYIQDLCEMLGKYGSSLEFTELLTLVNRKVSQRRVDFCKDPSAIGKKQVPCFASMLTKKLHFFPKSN
# ERAP1 HTS inh = blocks human ERAP1 aminopeptidase activity; recombinant ERAP1, Leu-AMC fluorescence, 60 min; inhibition, % at 10.7 µM; Q9NZ08; hit rate 0.15% among 340,000;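 active = mean replicate inhibition of at least 30%, or all replicates individually reaching that 30% level; inactive = mean below 30% and not every replicate reaching it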;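 also: 0% = neutral control wells and 100% = L-leucinethiol positive control wells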
# ERp5 block = inhibitors of human ERp5; inhibition, % at 9.99 µM; ERp5 insulin aggregation, absorbance 650 nm, 90 min; hit rate 0.05% among 350,000; AID 651711; Q15084;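 active = mean replicate inhibition above about 25%, with every replicate also reaching it, limit read from the data, passing the limit was not always enough; inconclusive = only one of those two criteria met; inactive = neither criterion met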
# Target sequence (Q15084 whole entry, looked up): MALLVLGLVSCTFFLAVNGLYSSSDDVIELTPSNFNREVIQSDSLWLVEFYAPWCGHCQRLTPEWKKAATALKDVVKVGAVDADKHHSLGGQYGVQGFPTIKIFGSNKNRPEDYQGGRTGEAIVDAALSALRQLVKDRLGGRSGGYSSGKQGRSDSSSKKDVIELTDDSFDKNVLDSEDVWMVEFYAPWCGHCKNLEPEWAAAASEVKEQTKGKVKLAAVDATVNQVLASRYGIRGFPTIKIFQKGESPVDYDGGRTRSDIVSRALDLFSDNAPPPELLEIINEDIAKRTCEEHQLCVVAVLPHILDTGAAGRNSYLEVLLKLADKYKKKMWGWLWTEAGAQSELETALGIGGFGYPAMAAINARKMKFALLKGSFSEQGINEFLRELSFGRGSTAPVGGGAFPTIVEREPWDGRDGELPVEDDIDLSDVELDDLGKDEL
# SIRT5 inh = inhibitors of human sirtuin-5 desuccinylase; Q9NXA8; Purified SirT5, succinyl-peptide AMC, trypsin-coupled fluorescence; inhibition, % at 15 µM; hit rate 1.1% among 330,000; in the data active = inhibition above about 15%; inconclusive = no clear call, values can overlap the other calls
# Target sequence (Q9NXA8 whole entry, looked up): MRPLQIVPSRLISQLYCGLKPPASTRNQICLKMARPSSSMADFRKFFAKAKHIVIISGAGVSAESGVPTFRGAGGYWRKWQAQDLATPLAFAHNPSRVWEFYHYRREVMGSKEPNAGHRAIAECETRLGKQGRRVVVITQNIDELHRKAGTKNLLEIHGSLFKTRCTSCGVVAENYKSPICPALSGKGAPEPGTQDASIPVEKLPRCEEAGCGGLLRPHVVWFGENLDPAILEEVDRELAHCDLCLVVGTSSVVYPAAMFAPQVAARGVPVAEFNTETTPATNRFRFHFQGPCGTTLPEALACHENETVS
# An asterisk follows results filed as active; ? = inconclusive; . = not tested or not shown; & = joins results of further samples; [ ] = another dose, or the depositor's remark.
nr	SMILES	miR-122 sensor	F508del corr	DENV2 CPE	Casp6 inh	ERAP1 HTS inh	SIRT5 inh	ERp5 block
1	CC1CCC(NC(=O)CCNC(=O)c2ccccc2)CC1 (configuration not stated)	.	-1.6	-3	0	.	1	2
2	CC1CCCC(C)N1C(=O)COC(=O)CCC(=O)c1cccs1 (configuration not stated)	.	1.8	-1	-2	-1	-3	-2
3	OCCCn1c(C2CCCN2c2nc(-c3ccc(Cl)cc3)cs2)nc2cc(Cl)c(Cl)cc21 (configuration not stated)	3	-0.1	.	-9	0	.	-1
4	CCN(Cc1ccccc1)S(=O)(=O)c1c(C(=O)N2CCCC2)c(C)n(C)c1C	1	3.3	5	5	5	-1	-1
5	CS(=O)(=O)N(CC(=O)Nc1ccccc1)Cc1ccc(Cl)cc1	-1	-3.3	.	2	-3	-3	8
6	COC(=O)Cc1ccc(NC(=S)NCc2cccc(OC)c2)cc1	9	-2.0	7	-2	-1	-2	1
7	O=C(NCCCN1CCOCC1)c1sc2cc(Cl)ccc2c1Cl	.	11*	-1	2	-4	.	-3
8	CC(=O)OCC(=O)C1(O)CCC2C3CC(C)C4=CC(=O)C=CC4(C)C3(F)C(O)CC21C (configuration not stated)	-2	4.8	5	2	4	-2	-2
9	NCc1oc(-c2ccccc2)cc1C(=O)O	0	.	-2	21	-5	-16	4
10	COc1ccc(NC(=O)N(C)C[C@H]2Oc3c(NC(=O)c4ccc(-c5nccs5)cc4)cccc3C(=O)N([C@H](C)CO)C[C@@H]2C)cc1	0[16.7 µM]	-4.4	?	-3	2	3	6
11	Cc1nc2ccccc2c(=O)n1Cc1ccco1	-1	-1.2	6	-4	.	2	3
12	COc1ccccc1NC(=O)N[C@H]1CC[C@H](CCNC(=O)c2ccc3c(c2)OCO3)O[C@H]1CO	7[16.7 µM]	-2.2	7	-1	-1	1	6
13	CSCCC(C)N1CCC(Oc2ccc(C(=O)N3CCCC3)cc2)CC1 (configuration not stated)	.	1.0	1	-6	-3	-5	3
14	Cn1cnnc1SCC(=O)NN(c1ccccc1)c1ccccc1	.	-1.2	-6	1	-5	0	0
15	C[C@@H]1CCCCO[C@@H](CN(C)C(=O)Cc2ccccc2)[C@@H](C)CN([C@H](C)CO)C(=O)c2cc(NC(=O)Nc3ccc4c(c3)OCO4)ccc2O1	-2[16.7 µM]	-2.0	-3	-1	-4	0	0
16	CCOc1ccccc1N(CC(=O)NCc1ccccc1)C(=O)CCC(=O)Nc1cc(C)ccn1	.	-0.4	-5	2	-5	-3	2
17	C[C@H](CO)N1C[C@H](C)[C@@H](CN(C)C(=O)Nc2ccccc2F)Oc2cc(C#CCN(C)C)ccc2S1(=O)=O	30[16.7 µM]	-2.1	5	-2	-1	3	4
18	CCCN(C)C[C@H]1OCCCC[C@@H](C)Oc2ccc(NS(=O)(=O)c3ccc(F)cc3)cc2C(=O)N([C@@H](C)CO)C[C@@H]1C	-5[16.7 µM]	1.5	4	0	3	-2	2
19	CS(=O)(=O)c1cnc2c(-c3ccsc3)cnn2c1N	.	1.2	5	3	-2	-4	3
20	C/C=C/c1ccc([C@H]2[C@@H](CO)N(CCC)[C@@H]2CNC(=O)NC2CCCC2)cc1	.	4.1	-9	.	.	-2	5
21	CCCC(=O)Nc1ccc(NC(=O)c2ccccc2)nc1	-4	-2.5	-3	-6	0	-1	4
22	Cc1oc2cc(OCC(=O)O)ccc2c(=O)c1Oc1ccccc1	-5	-2.8	-3	2	0	1	0
23	Cc1[nH]c2ccccc2c1Cc1nnc(SCC(N)=O)o1	3	-0.8	-6	1	-3	.	4
24	O=C(CSC1=NS(=O)(=O)c2ccccc21)Nc1ccccc1	-3	0.4	0	1	15	5	8
25	O=C(CSc1nncs1)Nc1ccc(S(=O)(=O)N2CCCC2)cc1	3	-1.8	2	.	-1	2	6
26	O=C(C[C@@H]1C[C@@H]2c3cc(NC(=O)C4CCC4)ccc3O[C@@H]2[C@@H](CO)O1)NCc1cccc(F)c1	0[16.7 µM]	-5.3	-2	-3	-3	-1	-7
27	COc1ccccc1NC(=O)N1CCN(C(=O)c2ccco2)CC1	-2	2.6	-8	2	2	3	0
28	c1ccc(-c2nnc(-c3ccccn3)c(-c3ccccn3)n2)nc1	1	-1.7	1	-1	-4	0	2
29	COc1ccc(S(=O)(=O)N2[C@@H]3CNC[C@H]2C3c2ccc(-c3ccncc3)cc2)cc1 (some centres not stated)	.	-1.3&1.9	?	0	-3	.	3
30	O=c1[nH]c([N+](=O)[O-])nn1C(c1ccccc1)c1ccccc1	-4	-0.4	4	-2	-1	0	-4
31	COc1cccc(S(=O)(=O)N(C)C[C@@H]2Oc3ncc(C#CC(C)C)cc3C(=O)N([C@H](C)CO)C[C@H]2C)c1	5[16.7 µM]	.	12	5	-1	-3	4
32	OC(CNCCc1ccc(Cl)cc1)COc1cc(Cl)ccc1Cl (configuration not stated)	-6	-1.5	2	-1	-2	-13	3
33	CC1(C)CC(=O)C(C=NCCN2CCN(CCc3ccccc3)CC2)=C(O)C1	3	1.1	1	-8	0	1	2
34	Cc1ccccc1N1CCN(C2CCCN(C(=O)c3cc[n+]([O-])cc3)C2)CC1 (configuration not stated)	-7	2.1	-8	-1	-2	-3	2
35	COc1ccccc1N(CC(=O)N1CCCC1)S(=O)(=O)c1ccc(C)cc1	.	-0.4	54*	.	3	1	2
36	Cc1cccc(NC(=O)c2cccc(S(=O)(=O)Nc3c(C)n(C)n(-c4ccccc4)c3=O)c2)c1	.	5.3	10	-1	-5	0	-5
37	Cc1noc(C)c1NC(=O)Nc1ccc2c(c1)C(=O)N([C@H](C)CO)C[C@@H](C)[C@@H](CN(C)C(=O)Nc1ccc3c(c1)OCO3)OCCCC[C@@H](C)O2	2[16.7 µM]	-0.1	-1	15	-2	2	-3
38	CN(C)CCCNC(=O)C[C@H]1CC[C@H](NC(=O)c2ccccc2F)[C@@H](CO)O1	.	0.7	-3	-1	2	1	2
39	Cc1ccc(S(=O)(=O)N(C)C[C@H]2Oc3ccc(NC(=O)CCC(F)(F)F)cc3C(=O)N([C@@H](C)CO)C[C@@H]2C)cc1	7[16.7 µM]	-0.8	5	-1	0	1	-4
40	C[C@@H]1CCCCO[C@H](CN(C)S(C)(=O)=O)[C@H](C)CN([C@@H](C)CO)C(=O)c2cc(NC(=O)c3ccccc3)ccc2O1	-1[16.7 µM]	2.1	?	2	2	4	6
41	Cc1nnc(SCC(=O)N(CC(C)C)c2c(N)n(CC(C)C)c(=O)[nH]c2=O)n1-c1ccccc1	.	0.4	2	0	4	4	-1
42	CCCN1C(=O)C(=O)c2cc(C)ccc21	-3	-1.9	-3	0	-1	-2	0
43	Cc1ccc(S(=O)(=O)N(C)C[C@@H]2OCCCC[C@@H](C)Oc3ccc(NC(=O)C4CCCCC4)cc3C(=O)N([C@@H](C)CO)C[C@H]2C)cc1	-17[16.7 µM]	0.8	-1	.	.	.	.
44	OC(Cc1cccc(Br)c1)c1ncc(-c2cccc(C(F)(F)F)c2)[nH]1 (configuration not stated)	11	-5.0	1	2	-2	0	3
45	CCC(=O)Nc1ccc2c(c1)C(=O)N(C)C[C@@H](OC)[C@@H](C)CN(Cc1cccc(F)c1)[C@H](C)CO2	.	-1.9	-4	2	0	9	-4
46	CCS(=O)(=O)N1CCCCN2[C@@H](CO)[C@@H](c3ccc(C#Cc4ccccc4OC)cc3)[C@@H]2C1	-10[16.7 µM]	-2.5	0	3	0	2	4
47	C[C@H](CO)N1C[C@H](C)[C@@H](CN(C)Cc2ccc(Cl)c(Cl)c2)Oc2ccc(NC(=O)c3ccncc3)cc2C1=O	-3[16.7 µM]	-0.8	-3	1	1	-3	-8
48	CCOC(=O)C1=C(COC(=O)C(CC)c2ccccc2)NC(=O)NC1C (configuration not stated)	-3	-0.1	-1	0	2	2	1
49	CCCN1C[C@@H](C)[C@@H](OC)CN(C)C(=O)c2cc(NS(=O)(=O)CC)ccc2OC[C@H]1C	4[16.7 µM]	1.6	0	-4	1	9	0
50	Cc1noc(C)c1S(=O)(=O)N(C)C[C@@H]1OCCCC[C@H](C)Oc2ccc(NS(=O)(=O)c3ccccc3)cc2C(=O)N([C@H](C)CO)C[C@H]1C	.	-2.1	-14	1	1	3	4

# The final three entries of the section above open the next one:
nr	SMILES	miR-122 sensor	F508del corr	DENV2 CPE	Casp6 inh	ERAP1 HTS inh	SIRT5 inh	ERp5 block
48	CCOC(=O)C1=C(COC(=O)C(CC)c2ccccc2)NC(=O)NC1C (configuration not stated)	-3	-0.1	-1	0	2	2	1
49	CCCN1C[C@@H](C)[C@@H](OC)CN(C)C(=O)c2cc(NS(=O)(=O)CC)ccc2OC[C@H]1C	4[16.7 µM]	1.6	0	-4	1	9	0
50	Cc1noc(C)c1S(=O)(=O)N(C)C[C@@H]1OCCCC[C@H](C)Oc2ccc(NS(=O)(=O)c3ccccc3)cc2C(=O)N([C@H](C)CO)C[C@H]1C	.	-2.1	-14	1	1	3	4
51	Cc1ccc(SC(C)C(=O)N2CCCC2)cc1 (configuration not stated)	-7	2.1	6	0	5	3	3
52	O=S(=O)(NCCCN1CCOCC1)c1ccc(Cl)s1	.	-0.3	-3	-10	-5	-5	0
53	Cc1cccc(NC(=O)Cc2noc3ccccc23)c1C	0	0.3	-4	-1	-2	.	-5
54	COc1ccc(NC(=O)Nc2cccc3c2O[C@@H](CN(C)C)[C@@H](C)CN([C@H](C)CO)C3=O)cc1	2[16.7 µM]	-0.5	5	-4	1	-1	2
55	O=C(C[C@@H]1CC[C@@H]2[C@H](COC[C@H](O)CN2C(=O)Nc2ccccc2)O1)NCc1ccccc1F	0[16.7 µM]	-1.6	-12	-2	-2	-2	-2
56	COc1ccc(C(O)(CCN2CCOCC2)c2ccccc2)cc1 (configuration not stated)	-7	-4.4	-2	-2	-5	-2	5
57	COc1ccccc1CC(=O)NCCCc1ccccc1	-6	-1.0	-11	3	-7	0	6
58	c1ccc(Sc2ccncc2)cc1	4	0.8	-2	0	0	-4	-2
59	O=C(C[C@@H]1CC[C@H](NC(=O)CN2CCOCC2)[C@H](CO)O1)NCc1cccc(F)c1	.	2.3	0	3	3	1	6
60	COc1ccc(OC)c(S(=O)(=O)N2CCN(c3ccccc3)CC2)c1	2	-0.1	-5	2	-2	-2	2

# Whole records, looked up by structure. Values in the order: miR-122 sensor, F508del corr, DENV2 CPE, Casp6 inh, ERAP1 HTS inh, SIRT5 inh, ERp5 block
# COc1ccccc1NC(=O)N1CCN(C(=O)c2ccco2)CC1 in the list: -2, 2.6, -8, 2, 2, 3, 0
# CCN(Cc1ccccc1)S(=O)(=O)c1c(C(=O)N2CCCC2)c(C)n(C)c1C in the list: 1, 3.3, 5, 5, 5, -1, -1
# Cc1oc2cc(OCC(=O)O)ccc2c(=O)c1Oc1ccccc1 in the list: -5, -2.8, -3, 2, 0, 1, 0
# COc1ccc(NC(=O)N(C)C[C@H]2Oc3c(NC(=O)c4ccc(-c5nccs5)cc4)cccc3C(=O)N([C@H](C)CO)C[C@@H]2C)cc1 in the list: 0[16.7 µM], -4.4, ?, -3, 2, 3, 6
# CCS(=O)(=O)N1CCCCN2[C@@H](CO)[C@@H](c3ccc(C#Cc4ccccc4OC)cc3)[C@@H]2C1 in the list: -10[16.7 µM], -2.5, 0, 3, 0, 2, 4

# Further records follow:
nr	SMILES	miR-122 sensor	F508del corr	DENV2 CPE	Casp6 inh	ERAP1 HTS inh	SIRT5 inh	ERp5 block
61	CCCCN1C(=O)C2(OCCCO2)c2cccc(C)c21	-5	0.3	2	-2	-1	-1	1
62	O=C([C@@H]1N[C@@H]2c3ccc(C4=CCCCC4)c(=O)n3C[C@@H]2[C@H]1CO)N1CCC(Cc2ccccc2)CC1	.	.	-2	-2	0	-15	3
63	C[C@@H](NC(=O)C[C@H]1C=C[C@@H](NS(=O)(=O)c2cccc(F)c2)[C@@H](CO)O1)c1ccccc1	.	0.6	7	2	5	0	2
64	CCCC(C)c1nnc(NC(=O)COc2ccc3c(c2)OCO3)s1 (configuration not stated)	2	1.4	-5	0	1	0	0

# Bioassay records: PubChem BioAssay, Broad Institute
